Bioassay records: PubChem, National Center for Advancing Translational Sciences (NCATS)
UbGFP stabilizer: Ubiquitin-GFP Assay; Ubiquitin-GFP reporter cells, proteasome inhibition, GFP fluorescence; response scale: untreated = 0%, 10 µM MG-132 = 100%; Potency, µM (doses to about 45.9 µM), for inactives: at the highest dose activation (GFP accumulation), most hits filed as activators; 67,000 tested, under 10 active; active = well fitted activation curve with a large enough effect, not every such curve was filed as active; inconclusive = small, poorly fitted or top-dose-only effect, or another doubt; inactive = no such curve, though single readings can be large or run the other way; also: potency is read from the fitted curve at half-maximal effect
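Proteasome blockade was scored as a rise in GFP-expressing U2OS cells carrying a ubiquitin(G76V)-GFP construct, imaged after 4 hr compound treatment at 37 °C across a 46 uM–2.9 nM series.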
GFP derepression: qHTS Assay for Epigenetic Modulators; mouse C127i GFP locus derepression, cytometry, 30 h; AID 597, 2007; Potency, µM (highest dose often 46.1 µM), for inactives: at the top dose GFP derepression (activation); 0.09% of 68,000 active; also: % of control where 0% means no effect
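Derepression screen: silenced CMV-GFP reporter in murine C127i cells, 30 h compound incubation at 37 C, washed cells imaged by laser-scanning cytometer to enumerate GFP-expressing objects of 20 to 120 um.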
A350 autofl: qHTS Assay for Spectroscopic Profiling in A350 Spectral Region | max dye-equivalent concentration, M | Compound autofluorescence, 340/450 nm, Alexa 350 dye-equivalents; active compounds read high | 11% of 59,000 active; in the data active = max dye-equivalent concentration above about 10 nM; inconclusive = mostly about 1.1 nM to 9.6 nM
HBB splice mod: qHTS Assay for Modulators of Hemoglobin Beta Chain Splicing; HBB splicing reporter cell assay, activation; EGFP reporter with mutant IVS2-654 intron; response scale: normalised to 500 nM splice-correcting PNA; Potency, µM (doses to about 46.1 µM), for inactives: at the highest dose activation, hits mostly activators; 0.06% of 65,000 active; AID 925, 2007; also: potency is read from the fitted curve at half-maximal effect; 0% is about no effect
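HeLa cells stably expressing EGFP interrupted by mutant beta-globin intron 2 (IVS2-654), 500/well in 2% FCS. Treated with compound for 2 days at 37C. Splicing correction scored as total well GFP intensity (488 nm excitation, 500-520 nm emission); 500 nM antisense PNA served as control.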
DNA Pol III inh: qHTS Assay for Inhibitors of DNA Polymerase III Holoenzyme System. AID 603, 2007. 0.25% of 71,000 active. Potency, µM (top dose mostly 57.1 µM), without a hit: at the highest dose activity change, negative = inhibition. reconstituted DNA polymerase III holoenzyme replication, biochemical; also: potency is read from the fitted curve at half-maximal effect; % is scaled to controls: 0 for no effect and ±100 for the full control effect
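Reconstituted *E. coli* holoenzyme (0.35 nM Pol III, 1 nM beta, 154 nM SSB, 2 nM primase) was preincubated with compound for 15 min at RT. Synthesis on 1.4 nM ssM13Gori ran 35 min, then was stopped with PicoGreen/EDTA and read as dsDNA fluorescence.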
BRCT PPI red: qHTS Assay for Inhibitors of BRCT-Phosphoprotein Interaction (Red Fluorophore); Potency, µM (titrated, usually from 76.9 µM), without a hit: at the highest dose activity change, negative = inhibition, actives largely listed as inhibitors; AID 892, 2007; BRCT-phosphopeptide binding, red fluorescence polarization; 0.03% of 75,000 active; Breast cancer type 1 susceptibility protein (Homo sapiens), P38398; also: % is scaled to controls: 0 for no effect and ±100 for the full control effect
Target sequence (P38398 whole entry, looked up): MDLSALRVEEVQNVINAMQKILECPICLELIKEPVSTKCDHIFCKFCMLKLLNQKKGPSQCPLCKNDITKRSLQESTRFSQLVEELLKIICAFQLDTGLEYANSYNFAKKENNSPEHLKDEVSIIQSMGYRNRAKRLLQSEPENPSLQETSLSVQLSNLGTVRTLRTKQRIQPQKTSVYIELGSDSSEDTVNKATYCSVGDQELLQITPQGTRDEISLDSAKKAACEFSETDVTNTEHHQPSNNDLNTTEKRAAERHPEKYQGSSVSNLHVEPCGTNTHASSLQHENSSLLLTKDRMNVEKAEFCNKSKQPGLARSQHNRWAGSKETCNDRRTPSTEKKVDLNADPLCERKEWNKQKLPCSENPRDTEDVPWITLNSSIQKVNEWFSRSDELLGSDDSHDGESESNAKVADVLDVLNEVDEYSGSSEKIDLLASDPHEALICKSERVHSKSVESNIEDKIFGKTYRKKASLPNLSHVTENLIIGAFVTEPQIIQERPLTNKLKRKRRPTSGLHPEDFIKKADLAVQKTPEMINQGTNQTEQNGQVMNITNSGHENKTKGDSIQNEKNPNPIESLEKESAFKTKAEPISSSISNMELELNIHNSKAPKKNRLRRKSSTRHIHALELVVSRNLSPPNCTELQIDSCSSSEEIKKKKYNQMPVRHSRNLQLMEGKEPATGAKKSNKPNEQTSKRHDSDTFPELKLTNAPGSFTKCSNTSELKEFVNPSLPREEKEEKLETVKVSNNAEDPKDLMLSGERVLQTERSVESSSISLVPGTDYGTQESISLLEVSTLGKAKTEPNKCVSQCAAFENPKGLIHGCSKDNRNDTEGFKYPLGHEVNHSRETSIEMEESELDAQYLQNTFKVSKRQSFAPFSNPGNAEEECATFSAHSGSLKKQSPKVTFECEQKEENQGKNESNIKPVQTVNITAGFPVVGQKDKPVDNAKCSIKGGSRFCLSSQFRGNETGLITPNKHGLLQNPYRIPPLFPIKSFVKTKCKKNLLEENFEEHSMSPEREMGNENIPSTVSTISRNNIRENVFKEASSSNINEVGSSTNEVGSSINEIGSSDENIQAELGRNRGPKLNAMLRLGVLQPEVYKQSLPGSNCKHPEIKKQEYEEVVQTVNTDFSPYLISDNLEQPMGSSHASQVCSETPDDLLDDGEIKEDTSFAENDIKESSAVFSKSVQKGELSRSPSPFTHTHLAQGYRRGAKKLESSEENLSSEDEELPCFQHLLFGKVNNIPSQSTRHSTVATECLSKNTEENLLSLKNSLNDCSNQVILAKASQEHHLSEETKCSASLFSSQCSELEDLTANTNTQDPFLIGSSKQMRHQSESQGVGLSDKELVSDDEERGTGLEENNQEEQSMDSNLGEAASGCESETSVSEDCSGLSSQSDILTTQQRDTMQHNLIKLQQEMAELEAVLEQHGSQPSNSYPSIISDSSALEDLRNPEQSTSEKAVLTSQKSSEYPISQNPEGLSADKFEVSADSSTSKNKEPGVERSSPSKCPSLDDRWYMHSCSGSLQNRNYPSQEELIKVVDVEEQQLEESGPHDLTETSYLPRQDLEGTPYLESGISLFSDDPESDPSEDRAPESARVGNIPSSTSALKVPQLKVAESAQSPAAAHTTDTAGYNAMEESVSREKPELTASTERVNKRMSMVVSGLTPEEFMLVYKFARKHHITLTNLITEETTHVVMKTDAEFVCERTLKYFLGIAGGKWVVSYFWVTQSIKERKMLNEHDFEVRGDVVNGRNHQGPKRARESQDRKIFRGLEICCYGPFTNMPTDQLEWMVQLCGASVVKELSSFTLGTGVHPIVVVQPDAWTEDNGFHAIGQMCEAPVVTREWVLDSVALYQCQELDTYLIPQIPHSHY
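Rhodamine-labelled pBACH1 10-mer (100 nM) bound to BRCT domain (100 nM) at pH 7.3; compounds incubated 12 min room temperature, polarization read. Free peptide defines full inhibition; unlabelled decapeptide titrated as control.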
4MU fluor: qHTS Assay for Spectroscopic Profiling in 4-MU Spectral Region; AID 589, 2007; compound autofluorescence, 340/450 nm, 4-MU equivalents; active compounds read high; 11% of 59,000 active; max dye-equivalent concentration, M; in the data active = max dye-equivalent concentration above about 10 nM; inconclusive = mostly about 1.1 nM to 9.6 nM
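Intrinsic fluorescence at 340/450 nm (ex/em) was read after 15 min at room temperature in pH 8.0, 100 mM Tris. Each compound concentration expressed as 4-MU-equivalent concentration from a six-point 4-MU standard series on each plate.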
CRE-bla Fsk: Cell signaling CRE-BLA (Fsk stim) | CHO CRE-bla reporter (cAMP response element driving beta-lactamase), forskolin EC10, beta-lactamase ratio | Potency, µM (highest dose often 38.2 µM), without a hit: at the top dose activity change, negative = inhibition, actives largely listed as activators | 2.5% of 71,000 active | AID 662, 2007; active = well fitted activation curve with a large enough effect in the signal ratio, with a control signal flat, not every such curve was filed as active; inconclusive = small, poorly fitted or top-dose-only effect, or effect the other way, or a change in a side signal; the % refers to the signal ratio; also: potency is read from the fitted curve at half-maximal effect; % of control where 0% means no effect
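Modulation of forskolin-driven signalling is measured in CHO cells carrying a CRE-controlled beta-lactamase reporter. Cells are stimulated with EC10 NKH 477 in the presence of titrated compound for 3 h at 37 °C, then loaded with CCF4 for 2 h at room temperature.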
Hsp90 Hop PPI: qHTS Assay for Disrupters of an Hsp90 Co-Chaperone Interaction; Hsp90 C-terminal peptide / TPR2A (Hop) interaction, human; AlphaScreen TPR2A-His6 binding biotin-Hsp90 C-terminal peptide; Potency, µM (doses to about 57 µM), without a hit: top-dose activity change, negative = inhibition; 0.44% of 71,000 active; active = well fitted curve in either direction with a large enough effect; inconclusive = small, poorly fitted or top-dose-only effect, or another doubt; also: potency is read from the fitted curve at half-maximal effect; % is scaled to controls: 0 for no effect and ±100 for the full control effect; many of its hits are not listed in these tables
15-hLO inh: qHTS Assay for Inhibitors of 15-hLO (15-human lipoxygenase). Polyunsaturated fatty acid lipoxygenase ALOX15 (Homo sapiens), P16050. purified 15hLO-1, xylenol orange hydroperoxide absorbance. Potency, µM (highest dose often 57.1 µM), for inactives: top-dose activity change, negative = inhibition, usual class: inhibitors. 1.4% of 74,000 active. AID 887, 2007; also: potency is read from the fitted curve at half-maximal effect; % is scaled to controls: 0 for no effect and ±100 for the full control effect; nearly all actives have a fitted effect of over 55% in size
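Compounds were preincubated 15 min at room temperature with 40 nM purified human enzyme (25 mM Hepes pH 7.5, 0.01% Triton X-100); 50 uM arachidonic acid reacted 6 min. Fe-xylenol orange detection, 30 min, absorbance ratio 573/405 nm.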
BRCT inh green: qHTS Assay for Inhibitors of BRCT-Phosphoprotein Interaction (Green Fluorophore); Breast cancer type 1 susceptibility protein (Homo sapiens), P38398; BRCA1 BRCT-phosphopeptide binding, green fluorescence polarization; Potency, µM (titrated, usually from 76.9 µM), for inactives: at the highest dose activity change, negative = inhibition, hits mostly inhibitors; 0.05% of 75,000 active; AID 875, 2007;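 also: potency is read from the fitted curve at half-maximal effect; plate controls were peptide without protein for full effect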
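Fluorescence polarization: His-tagged BRCT (~35 kDa BRCA1 C-terminus, 250 nM) bound to 100 nM fluorescein-labeled phosphorylated 10-aa BACH1 peptide, pH 7.3 phosphate buffer with DTT and Tween 20. Compounds incubated 12 min at room temperature; inhibition read as lowered polarization.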
Active calls of the source: *; i = inactive; ? = inconclusive; / = not tested or not shown; [ ] = dose if it differs, or a comment. Unless noted, calls follow the shape of the dose curve; as a rule, active = well fitted curve in the direction sought with a large enough effect; inconclusive = small, poorly fitted or top-dose-only effect, or another doubt; inactive = no such curve, though single readings can be large; an effect the other way counts as inactive or inconclusive.

SMILES	UbGFP stabilizer	GFP derepression	A350 autofl	HBB splice mod	DNA Pol III inh	BRCT PPI red	4MU fluor	CRE-bla Fsk	Hsp90 Hop PPI	15-hLO inh	BRCT inh green
CC(=O)Nc1cccc(NC(=O)CCCC(=O)O)c1	0.0%	0.0%	/	0.0%[9.22 µM]	-4.5%	-1.5%	/	-1.6%	-0.2%	-2.8%	-1.6%
CCOc1ccc(NC(=O)CSC(N)=O)cc1	-4.3%	-1.3%	i	/	-1.9%	1.1%	i	-14.7%	-1.6%	-3.6%	-0.1%
COc1ccc2[nH]c3ccccc3c2c1	5.4%	0.0%	?	-3.4%	-2.7%	0.2%	?	7.3%	1.3%	-9.3%	-2.1%
CCc1ccccc1NC(=O)CSc1ncn[nH]1	7.9%[9.17 µM]	-1.5%	/	0.8%[0.0738 µM]	0.2%[11.4 µM]	0.3%	/	?	-4.4%[11 µM]	2.0%[11.4 µM]	-1.5%
CCn1c(=O)c(C(=O)CN2CC(C)OC(C)C2)c(N)n(Cc2ccccc2)c1=O (configuration not stated)	-3.9%	0.0%	i	1.5%	1.2%	-1.6%	i	?	2.4%	5.0%	-0.1%
CC1(C)C2CCC1(C)C(NC1=NCCC1)C2 (configuration not stated)	0.0%	0.0%	?	0.6%[57.5 µM]	-2.6%	0.8%	?	?	0.2%	7.2%	-1.2%
CCOC(=O)c1ccccc1NC(=O)Cn1cnc2c1c(=O)n(C)c(=O)n2C	1.5%	0.0%	/	-0.8%	-1.1%	-0.2%	/	11.0%	-2.8%	-0.1%	-2.1%
CC(C)C(C(=O)NCC1CCCO1)N(Cc1ccco1)C(=O)CNS(=O)(=O)c1ccc(F)cc1 (configuration not stated)	0.9%	0.3%	?	/	-1.5%	-0.6%	?	-2.2%	3.2%	-3.3%	-2.5%
O=c1cc(O)c2c(=O)n3c4c(cccc4c2o1)CCC3	0.8%	0.0%	5.52e-08M*	0.8%[57.5 µM]	6.9%	-2.1%	4.87e-08M*	-2.8%	-0.5%	-0.7%	-1.7%
Cc1cccc(CNc2ncnc3ccc(-c4ccccc4CN(C)C)cc23)c1	-4.4%	2.9%[9.22 µM]	i	-0.9%	-4.0%	1.8%	i	-14.9%	-2.5%	-3.7%	0.7%
NS(=O)(=O)c1ccc(NC(=O)N[C@@H](Cc2ccccc2)C(=O)O)cc1	-4.4%	0.4%	i	1.2%[57.5 µM]	5.6%	-1.3%	i	-1.5%	1.3%	4.1%	-1.8%
CC(c1ccccc1)N1C(=O)c2ccc(C(=O)NCc3ccco3)cc2C1=O (configuration not stated)	3.1%	3.2%	i	-1.2%	4.1%	0.6%	i	-6.4%	-13.2%	-1.2%	-1.6%
NC(=O)c1ccccc1NS(=O)(=O)Cc1ccc(Cl)cc1	-4.2%	4.2%	4.99e-08M*	-1.0%	-7.2%	-0.3%	4.35e-08M*	-5.4%	-1.8%	7.5%	-0.3%
CCc1ccc(C2C(C#N)=C(N)SC(N)=C2C#N)cc1	19.4%[9.17 µM]	-1.5%	/	-0.4%[0.0738 µM]	1.5%[11.4 µM]	2.0%	/	?	-4.4%[11 µM]	0.631µM*	120.3%[activator]
C=C(C)Cn1c(-c2ccccc2)nc2ccccc21	2.9%[9.17 µM]	-0.5%	/	0.8%[0.0738 µM]	4.0%[11.4 µM]	-1.0%	/	1.5%[7.6 µM]	-2.9%[11 µM]	4.9%[11.4 µM]	0.6%
COC(=O)c1ccccc1NC(=O)C1CCN(C(=O)c2cc(OC)c(OC)c(OC)c2)CC1	0.4%	0.6%	/	-8.1%	-2.8%	-2.6%	/	?	-2.7%	4.6%	0.0%
O=C(Cc1cccs1)N1CCCC(c2nc(-c3ccc(S(=O)(=O)N4CCCC4)cc3)no2)C1 (configuration not stated)	-2.5%	2.7%	i	-0.4%[57.5 µM]	4.9%	0.2%	i	-11.8%	-1.5%	5.1%	4.2%
N#Cc1cccc2cnccc12	1.2%	-3.4%	i	/	-0.5%	-1.9%	i	-11.3%	-4.9%	6.4%	-0.6%
CC(=O)NCCc1ccc(S(=O)(=O)NCc2ccc3c(c2)OCO3)cc1	0.0%	-3.1%	/	0.4%	-4.3%	-0.4%	/	-1.8%	-1.7%	-1.0%	-1.9%
O=C(CC1C(=O)NCCN1C(=O)Nc1ccccc1)Nc1ccc2c(c1)OCCO2 (configuration not stated)	-1.4%	-2.0%	i	1.2%[1.84 µM]	-1.2%	0.8%	i	?	0.9%	-0.6%	-1.8%
COc1ccccc1CN1CCCC2(CCNCC2)C1	-6.7%	-0.9%[9.22 µM]	i	5.2%	1.8%	0.9%	i	-5.6%	-7.7%	23.2%	-2.4%
CN1CCN(c2oc(COc3ccc(-c4ccccc4)cc3)nc2C#N)CC1	-6.0%	1.6%	i	-2.0%[0.369 µM]	-7.3%	1.4%	i	?	?	-2.5%	-1.3%
Cc1cc(NC(=O)CSc2nc(CCC3CCCC3)nc3ccccc23)no1	-2.5%	0.0%	?	1.3%	41.1%	0.1%	i	?	6.4%	?	-0.3%
C=CCn1c(SCc2ccc(C(=O)OC)cc2)nnc1-c1sc(N)nc1C	3.9%	0.0%	i	0.3%	-8.3%	-0.8%	i	9.6%	-3.3%	-1.3%	-1.8%
Cc1cc(C)c2c(n1)nn1c(N3CCN(c4ccccc4C)CC3)cc(C)nc21	1.6%	2.6%	1.6e-07M*	2.2%	-2.6%	0.1%	1.8e-07M*	16.1%	2.2%	2.6%	-2.7%
COc1ccccc1C(=O)Nc1nnn(C)n1	0.0%	1.0%	i	/	-3.5%	-0.9%	i	1.2%	-4.9%	8.6%	-1.4%
O=C(Cn1cc(C(=O)c2cccs2)c2ccccc21)NCc1cccs1	0.6%	-2.0%	2.52e-08M*	0.5%	-3.2%	-2.9%	2.9e-08M*	-10.9%	-0.6%	-16.0%	-0.5%
CC(=NC(C)C)C1=C(O)CCC1=O	-2.6%	0.1%	i	0.8%	0.9%	0.7%	i	3.7%	-6.5%	16.2%	2.0%
O=C(O)CNc1ccc(C(=O)O)cc1	11.9%[9.17 µM]	2.3%[9.22 µM]	i	-1.2%[9.22 µM]	-9.1%[11.4 µM]	-2.1%[15.4 µM]	i	1.2%[7.6 µM]	-2.7%[11 µM]	2.1%[11.4 µM]	-1.4%[15.4 µM]
Cc1cc(NC(=O)COc2cccc(Oc3ccccc3)c2)no1	2.0%	1.3%	i	0.8%	-1.7%	1.7%	i	-10.2%	-6.6%	-0.2%	1.8%
Cc1nc(NC2=NCN(CCN3CCOCC3)CN2)nc2c(C)cccc12	-5.5%	7.5%	i	0.2%[57.5 µM]	?	-2.4%	i	-7.6%	-2.9%	10.1%	0.1%
c1ccc(Sc2ncnc3c2oc2ccccc23)nc1	1.1%	0.0%	i	/	-5.6%	-1.9%	i	6.0%	0.4%	2.6%	-0.8%
CS(=O)(=O)N(CC(=O)N1CCCCC1)c1sc2c(c1C#N)CCCC2	-4.0%	-1.2%	i	/	-4.1%	-3.7%	i	1.4%	2.8%	0.3%	1.3%
COc1ccc2c(c1)c1ccccc1n2C	6.6%	0.8%	3.92e-08M*	0.6%	-1.5%	0.9%	4.59e-08M*	-0.2%	1.7%	-3.7%	-3.1%
CCCCCn1c(=O)[nH]c2cc(C(=O)O)ccc2c1=O	-6.3%	1.8%	1.21e-08M*	-0.9%	-4.0%	0.9%	1.29e-08M*	1.8%	-6.9%	17.4%	0.3%

Full records, quoted from the list. Order of screens: UbGFP stabilizer | GFP derepression | A350 autofl | HBB splice mod | DNA Pol III inh | BRCT PPI red | 4MU fluor | CRE-bla Fsk | Hsp90 Hop PPI | 15-hLO inh | BRCT inh green
Cc1nc(NC2=NCN(CCN3CCOCC3)CN2)nc2c(C)cccc12 across the screens: -5.5% | 7.5% | i | 0.2%[57.5 µM] | ? | -2.4% | i | -7.6% | -2.9% | 10.1% | 0.1%
c1ccc(Sc2ncnc3c2oc2ccccc23)nc1 across the screens: 1.1% | 0.0% | i | / | -5.6% | -1.9% | i | 6.0% | 0.4% | 2.6% | -0.8%
